Screening data (PubChem BioAssay)
CRFR2-BP ag = agonists of CRF-BP/CRF-R2 complex, primary screen, cell-based, HEK293, calcium dye fluorescence, uHTS. AID 588473, 2011. CRF-binding protein / CRF receptor 2 complex (human). calcium dye fluorescence (FLIPR); percent of saturating CRF peptide response. activation, % at 13.2 µM. 0.46% of 350,000 active;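 active = activation of at least 50%, plus an integration ratio under a set limit after plate pattern correction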;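 also: plate controls were neutral control wells without compound for no effect and CRF at EC100 for full effect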
CRFR2-BP antag = antagonists of CRF-BP/CRF-R2 complex, primary screen, cell-based, HEK293, calcium dye fluorescence, uHTS | AID 588475, 2011 | CRF-induced calcium fluorescence | inhibition, % at 11.8 µM | 0.59% of 350,000 active;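 active = inhibition of the ligand-induced calcium signal above about 50% at the single tested concentration, limit read from the data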
M4 PAM = human M4 muscarinic receptor positive allosteric modulators, primary screen, CHO-K1 cells, Fluo-8 calcium fluorescence. activation, % at 3 µM. 0.4% of 360,000 active. Muscarinic acetylcholine receptor M4 (Homo sapiens), P08173. CHO-K1 hM4/Gqi5, ACh EC20; 0% = ACh EC20, 100% = maximal ACh;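 active = activation above its plate's cutoff, the mean activation of sample wells plus 3 SD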; also: some results filed as inactive read as strong as hits
Target sequence (P08173 whole entry, looked up): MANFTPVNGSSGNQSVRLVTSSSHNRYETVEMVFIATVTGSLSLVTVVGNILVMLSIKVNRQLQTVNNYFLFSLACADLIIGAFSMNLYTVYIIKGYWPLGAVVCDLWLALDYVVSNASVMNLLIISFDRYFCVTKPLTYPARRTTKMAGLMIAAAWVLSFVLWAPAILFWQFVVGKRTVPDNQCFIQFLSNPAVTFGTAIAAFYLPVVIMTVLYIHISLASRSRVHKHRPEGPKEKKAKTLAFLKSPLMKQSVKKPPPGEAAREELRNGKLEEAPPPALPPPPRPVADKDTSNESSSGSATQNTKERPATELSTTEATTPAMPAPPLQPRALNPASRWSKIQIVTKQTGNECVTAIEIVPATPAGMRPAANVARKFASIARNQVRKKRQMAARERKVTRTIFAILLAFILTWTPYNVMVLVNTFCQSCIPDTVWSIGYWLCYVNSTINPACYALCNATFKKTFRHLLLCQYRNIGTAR
CHRM5 agonist = human M5 muscarinic receptor agonists, primary screen, CHO-K1 cells, Fluo-8 calcium fluorescence | activation, % at 3 µM | CHO-K1 hM5 cells; 0% DMSO wells, 100% maximal acetylcholine response | 0.19% of 360,000 active | Muscarinic acetylcholine receptor M5 (Homo sapiens), P08912 | AID 624037, 2012;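 active = activation above the run's mean over test compounds plus 3 SD, cut at about 23% in these data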;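 also: signal is peak over basal fluorescence ratio across the kinetic read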
Target sequence (P08912 whole entry, looked up): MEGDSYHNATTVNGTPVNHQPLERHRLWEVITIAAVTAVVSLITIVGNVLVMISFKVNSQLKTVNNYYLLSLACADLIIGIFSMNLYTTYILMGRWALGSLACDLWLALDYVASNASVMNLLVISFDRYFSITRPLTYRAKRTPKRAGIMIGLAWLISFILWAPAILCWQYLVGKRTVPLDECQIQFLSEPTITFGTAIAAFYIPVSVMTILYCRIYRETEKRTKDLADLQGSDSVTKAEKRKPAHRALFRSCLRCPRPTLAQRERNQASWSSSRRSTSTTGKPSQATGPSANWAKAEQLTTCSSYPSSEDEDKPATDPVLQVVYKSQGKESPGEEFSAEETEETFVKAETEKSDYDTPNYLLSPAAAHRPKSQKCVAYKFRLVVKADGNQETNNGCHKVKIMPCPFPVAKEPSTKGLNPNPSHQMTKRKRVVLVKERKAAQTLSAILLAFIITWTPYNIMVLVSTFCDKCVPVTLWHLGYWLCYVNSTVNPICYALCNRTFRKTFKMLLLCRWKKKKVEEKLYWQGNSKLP
M5 antag = human M5 muscarinic receptor antagonists, primary screen, CHO cells, Fluo-8 calcium fluorescence | Muscarinic acetylcholine receptor M5 (Homo sapiens), P08912 | CHO-hM5 cells, ACh EC80 | inhibition, % at 3 µM | 0.59% of 360,000 active;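 active = inhibition above a per-plate cutoff, the mean of that plate's test compounds plus 3 SD, cut at about 27% in these data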;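 also: 0% = acetylcholine EC80 with DMSO and 100% = DMSO without agonist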
CHRM5 PAM = human M5 muscarinic receptor positive allosteric modulators, primary screen, CHO-K1 cells, Fluo-8 calcium fluorescence; activation, % at 3 µM; CHO-K1 hM5, ACh EC20 PAM; 0% = ACh EC20, 100% = ACh EC100; AID 624038, 2012; Muscarinic acetylcholine receptor M5 (Homo sapiens), P08912; 0.3% of 360,000 active;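 active = activation above the run cutoff, the mean activation of all test compounds plus 3 SD, cut at about 18% in these data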
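System: CHO-K1 hM5 cells. Reagent: acetylcholine, EC20 level. Compound dosing: single dose, 3 µM nominal final test concentration. Timing: Post-acetylcholine fluorescence recording 140 s. Detection: Fluo-8 calcium fluorescence. Read-out: % activation, ACh-normalized. Benchmarks: ACh EC20 and EC100 wells. Repeats: singlicate, one well per test compound.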
M1 PAM = human M1 muscarinic receptor positive allosteric modulators, primary screen, CHO-K1 cells, Fluo-8 calcium fluorescence, 1536-well | Muscarinic acetylcholine receptor M1 (Homo sapiens), P11229 | CHO-K1 hM1, ACh EC20; 0% = ACh EC20, 100% = maximal ACh | activation, % at 3 µM | 0.088% of 360,000 active | AID 588819, 2011; in the data active = activation above about 19%, passing the limit was not always enough
M4 antag = human M4 muscarinic receptor antagonists, primary screen, CHO cells, Fluo-8 calcium fluorescence; Muscarinic acetylcholine receptor M4 (Homo sapiens), P08173; CHO-hM4 cells, ACh EC80; inhibition, % at 3 µM; 0.73% of 360,000 active; AID 624125, 2012;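 active = inhibition above its plate's cutoff, the mean inhibition of sample wells plus 3 SD, cut at about 27% in these data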;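 also: 0% = acetylcholine EC80 with DMSO and 100% = DMSO without agonist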
CHRM4 agonist = human M4 muscarinic receptor agonists, primary screen, CHO-K1 cells, Fluo-8 calcium fluorescence; CHO-K1 hM4/Gqi5; vehicle 0%, full acetylcholine response 100%; activation, % at 3 µM; 0.14% of 360,000 active;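 active = activation above the run mean over all test wells plus 3 SD, cut at about 32% in these data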;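 also: peak over basal fluorescence ratio per well then scaled between controls; 0% = DMSO wells and 100% = acetylcholine at EC100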
Numbers without * were called inactive.

Cc1cc(NC(=O)CN2CCN(c3cccc(Cl)c3)CC2)no1 was read as CRFR2-BP ag 4.1, CRFR2-BP antag 13, M4 PAM -1, CHRM5 agonist -7, M5 antag 0, CHRM5 PAM 5, M1 PAM 8, M4 antag 5 and CHRM4 agonist 2.
For CCCC(C(=O)NCc1ccco1)N(C(=O)CNS(=O)(=O)c1ccccc1)c1ccccc1OC (configuration not stated) the results were CRFR2-BP ag -2.3, CRFR2-BP antag -1, M4 PAM 3, CHRM5 agonist -3, M5 antag -8, CHRM5 PAM -3, M1 PAM 1, M4 antag -13 and CHRM4 agonist 1.
Cn1c(=O)c(=O)n(C)c2cc(S(=O)(=O)N3CCCC3C(=O)Nc3ccc(F)cc3)ccc21 (configuration not stated) was read as CRFR2-BP ag 1.4, CRFR2-BP antag 0, M4 PAM -4, CHRM5 agonist -3, M5 antag 7, CHRM5 PAM -8, M1 PAM 4, M4 antag 2 and CHRM4 agonist -1.
For CC(C)(C)OC(=O)NCc1ccc(NC(=O)c2nc[nH]c2C(=O)N[C@@H](Cc2ccccc2)C(=O)OC(C)(C)C)cc1 the results were CRFR2-BP ag 4.2, CRFR2-BP antag -11, M4 PAM 2, CHRM5 agonist 7, M5 antag 11, CHRM5 PAM -12, M1 PAM -4, M4 antag 4 and CHRM4 agonist 9.
Screening Cc1nc2ccccc2c(=O)n1N(c1ccccc1)c1ccccc1 returned CRFR2-BP ag 0.8, CRFR2-BP antag 4, M4 PAM -4, CHRM5 agonist -2, M5 antag 11, CHRM5 PAM -13, M1 PAM -1, M4 antag -10 and CHRM4 agonist 5.
Screening CC(C)(C)NC(=O)NC(=O)COC(=O)Cn1cnc2ccccc2c1=O returned CRFR2-BP ag -0.2, CRFR2-BP antag 18, M4 PAM -4, CHRM5 agonist -5, M5 antag -4, CHRM5 PAM -6, M1 PAM 8, M4 antag 2 and CHRM4 agonist 0.
O=C1NC(=S)N(C(=O)c2ccc(F)cc2)/C1=C/c1ccccc1 was read as CRFR2-BP ag 33, CRFR2-BP antag -7, M4 PAM -5, CHRM5 agonist 4, M5 antag -1, CHRM5 PAM -1, M1 PAM -5, M4 antag 13 and CHRM4 agonist 9.
For CC(=O)N1CCN(Cc2nc3cc(NC(=O)c4ccccc4Cl)ccc3n2C)CC1 the results were CRFR2-BP ag -2.9, CRFR2-BP antag 16, M4 PAM 2, CHRM5 agonist -1, M5 antag 3, CHRM5 PAM 2, M1 PAM 2, M4 antag -4 and CHRM4 agonist 1.
For Cc1nnc(NC(=O)c2ccco2)s1 the results were CRFR2-BP ag 4.1, CRFR2-BP antag -27, M4 PAM -1, CHRM5 agonist 4, M5 antag 2, CHRM5 PAM -6, M1 PAM 9, M4 antag -15 and CHRM4 agonist 5.
CCOC(=O)C1=CCN(S(=O)(=O)c2ccccc2Br)C1c1ccc(F)cc1 (configuration not stated) was read as M4 PAM -6, CHRM5 agonist -6, M5 antag 4, CHRM5 PAM -5, M1 PAM -5, M4 antag 1 and CHRM4 agonist 4.
For CSc1ccccc1NC(=O)CCn1c(=O)sc2ccccc21 the results were CRFR2-BP ag -2.3, CRFR2-BP antag 3, M4 PAM 1, CHRM5 agonist 0, M5 antag -1, CHRM5 PAM 0, M1 PAM -1, M4 antag -2 and CHRM4 agonist 1.
`Cn1c(-c2cc3ccccc3oc2=O)nc2ccccc21` gave CRFR2-BP ag -8.8, CRFR2-BP antag 5, M4 PAM -9, CHRM5 agonist 4, M5 antag 2, CHRM5 PAM -5, M1 PAM 0, M4 antag 5 and CHRM4 agonist 3.
Screening Cc1c(C(=O)O)sc(=S)n1-c1ccc(Cl)cc1 returned CRFR2-BP ag -0.6, CRFR2-BP antag 9, M4 PAM -10, CHRM5 agonist 1, M5 antag 0, CHRM5 PAM 3, M1 PAM 4, M4 antag 19 and CHRM4 agonist 0.
Screening Cc1cccc(C)c1NC(=O)c1csc(COCCO)n1 returned M4 PAM 6, CHRM5 agonist 0, M5 antag -1, CHRM5 PAM 6, M1 PAM 11, M4 antag -7 and CHRM4 agonist 0.
`Cc1ccc2ncnc(Oc3ncccc3NC(=O)C(C)(C)C)c2c1` gave CRFR2-BP ag -0.1, CRFR2-BP antag -2, M4 PAM -6, CHRM5 agonist 1, M5 antag -5, CHRM5 PAM -1, M1 PAM 4, M4 antag -11 and CHRM4 agonist 0.
Cc1ccc(CNc2ncnc3c2cnn3-c2ccccc2)cc1 was read as CRFR2-BP ag 1.2, CRFR2-BP antag 33, M4 PAM 8, CHRM5 agonist 2, M5 antag -5, CHRM5 PAM -4, M1 PAM 7, M4 antag -6 and CHRM4 agonist 0.
Screening Cc1cccc(-c2nc3c(c(=O)c4ccccc4n3C)c(=O)n2-c2ccccc2)c1 returned CRFR2-BP ag -5.8, CRFR2-BP antag -2, M4 PAM -6, CHRM5 agonist -2, M5 antag 21, CHRM5 PAM -9, M1 PAM 10, M4 antag 2 and CHRM4 agonist 1.
For CCCC/C(O)=C1\C(=O)CC(C)(C)CC1=Nc1ccc(N)cc1 the results were CRFR2-BP ag -0.1, CRFR2-BP antag -12, M4 PAM 0, CHRM5 agonist -3, M5 antag -11, CHRM5 PAM -10, M1 PAM 3, M4 antag -5 and CHRM4 agonist 1.
`CN(C)S(=O)(=O)c1ccc(N2CCCC2)c(C(=O)NC2CCCCC2)c1` gave CRFR2-BP ag -0.4, CRFR2-BP antag -6, M4 PAM 3, CHRM5 agonist 3, M5 antag -2, CHRM5 PAM 9, M1 PAM -3, M4 antag -2 and CHRM4 agonist 3.
For CC(=O)Nc1ccc(NC(=O)c2csc([C@@H]3C[C@H](O)[C@@H](CO)O3)n2)cc1 the results were M4 PAM 2, CHRM5 agonist 1, M5 antag -2, CHRM5 PAM 0, M1 PAM 2, M4 antag -4 and CHRM4 agonist -1.
O=C(CCc1ccc(S(=O)(=O)N2CCOCC2)cc1)Nc1ccc2ccccc2c1 was read as CRFR2-BP ag 0.0, CRFR2-BP antag -16, M4 PAM -5, CHRM5 agonist -3, M5 antag 9, CHRM5 PAM -2, M1 PAM 3, M4 antag -4 and CHRM4 agonist 4.
`Cc1cccc(Cn2cnc3c(nnn3Cc3ccccc3F)c2=O)c1` gave CRFR2-BP ag -1.7, CRFR2-BP antag 34, M4 PAM -14, CHRM5 agonist 4, M5 antag 14, CHRM5 PAM -18, M1 PAM -15, M4 antag 15 and CHRM4 agonist 32.
For COc1ccc(C)cc1-n1nnnc1SCC1CCCCO1 (configuration not stated) the results were CRFR2-BP ag -3.8, CRFR2-BP antag 6, M4 PAM -3, CHRM5 agonist -6, M5 antag 0, CHRM5 PAM -7, M1 PAM -1, M4 antag -5 and CHRM4 agonist 1.
`COc1cccc(OC)c1C(=O)N1CCN(c2c(Cc3ccccc3)c(C)nc3ncnn23)CC1` gave CRFR2-BP ag -1.0, CRFR2-BP antag 16, M4 PAM -8, CHRM5 agonist 1, M5 antag 9, CHRM5 PAM -8, M1 PAM -11, M4 antag 6 and CHRM4 agonist 5.
For N#Cc1c(N)n(CCNC(=O)c2ccc(Cl)cc2)c2nc3ccccc3nc12 the results were CRFR2-BP ag -0.6, CRFR2-BP antag -3, M4 PAM 0, CHRM5 agonist -3, M5 antag 4, CHRM5 PAM 0, M1 PAM 5, M4 antag 2 and CHRM4 agonist 1.
`Cc1ccc(C)[n+](CC(=O)N2CCCCC2)c1` gave CRFR2-BP ag -2.5, CRFR2-BP antag -8, M4 PAM 5, CHRM5 agonist -3, M5 antag 5, CHRM5 PAM 1, M1 PAM 7, M4 antag -1 and CHRM4 agonist 1.
Screening O=C(NC1CCCC1)c1cc(-c2ccc(Cl)cc2)on1 returned CRFR2-BP ag 0.0, CRFR2-BP antag 4, M4 PAM 3, CHRM5 agonist -4, M5 antag 15, CHRM5 PAM -6, M1 PAM -13, M4 antag 13 and CHRM4 agonist 4.
For COc1ccc(N2C(=NC(=O)C3CCCCC3)SC3CS(=O)(=O)CC32)cc1 (configuration not stated) the results were CRFR2-BP ag -1.9, CRFR2-BP antag -21, M4 PAM 2, CHRM5 agonist 2, M5 antag -11, CHRM5 PAM 14, M1 PAM -3, M4 antag -12 and CHRM4 agonist 1.
CCOC(=O)c1sc(N)c(C#N)c1CSc1nc2ccc(OCC)cc2[nH]1 was read as CRFR2-BP ag -6.6, CRFR2-BP antag 14, M4 PAM -15, CHRM5 agonist -2, M5 antag -3, CHRM5 PAM -6, M1 PAM 6, M4 antag 12 and CHRM4 agonist 2.
Cc1cc(C)c(S(=O)(=O)Nc2ccc3c4c(cccc24)CC3)c(C)c1 was read as CRFR2-BP ag -0.6, CRFR2-BP antag 29, M4 PAM 10, CHRM5 agonist -3, M5 antag -6, CHRM5 PAM 2, M1 PAM 0, M4 antag -14 and CHRM4 agonist 0.
`Cc1[nH]n(-c2ccccc2)c(=O)c1/C=N/n1c(C)nc2ccccc2c1=O` gave CRFR2-BP ag 0.7, CRFR2-BP antag 15, M4 PAM 1, CHRM5 agonist 0, M5 antag 0, CHRM5 PAM 1, M1 PAM 12, M4 antag 5 and CHRM4 agonist 1.
For CC(=O)N1CCc2cc(S(=O)(=O)NCc3ccc(C)cc3)ccc21 the results were CRFR2-BP ag -0.5, CRFR2-BP antag -4, M4 PAM -6, CHRM5 agonist 2, M5 antag 14, CHRM5 PAM -3, M1 PAM -14, M4 antag 5 and CHRM4 agonist 6.
NC(=O)c1cc(N)ccc1N1CCCC1 was read as CRFR2-BP ag 2.3, CRFR2-BP antag -3, M4 PAM 7, CHRM5 agonist -8, M5 antag -3, CHRM5 PAM 1, M1 PAM 8, M4 antag -13 and CHRM4 agonist 1.
`Cc1ccc(CN2CCSc3ccc(C(=O)NCCCN4CCOCC4)cc32)cc1` gave CRFR2-BP ag -0.2, CRFR2-BP antag -8, M4 PAM 0, CHRM5 agonist -8, M5 antag -2, CHRM5 PAM 4, M1 PAM 3, M4 antag -2 and CHRM4 agonist 4.

Sorted by heavy-atom count (ascending): three of the compounds above.
`Cc1ccc(C)[n+](CC(=O)N2CCCCC2)c1` gave CRFR2-BP ag -2.5, CRFR2-BP antag -8, M4 PAM 5, CHRM5 agonist -3, M5 antag 5, CHRM5 PAM 1, M1 PAM 7, M4 antag -1 and CHRM4 agonist 1.
`Cc1[nH]n(-c2ccccc2)c(=O)c1/C=N/n1c(C)nc2ccccc2c1=O` gave CRFR2-BP ag 0.7, CRFR2-BP antag 15, M4 PAM 1, CHRM5 agonist 0, M5 antag 0, CHRM5 PAM 1, M1 PAM 12, M4 antag 5 and CHRM4 agonist 1.
`COc1cccc(OC)c1C(=O)N1CCN(c2c(Cc3ccccc3)c(C)nc3ncnn23)CC1` gave CRFR2-BP ag -1.0, CRFR2-BP antag 16, M4 PAM -8, CHRM5 agonist 1, M5 antag 9, CHRM5 PAM -8, M1 PAM -11, M4 antag 6 and CHRM4 agonist 5.
